From PubChem BioAssay
12-hLO inh = qHTS Assay for Inhibitors of 12-hLO (12-human lipoxygenase). Polyunsaturated fatty acid lipoxygenase ALOX12 (Homo sapiens), P18054. purified 12-hLO, xylenol orange hydroperoxide absorbance. Potency, µM (series often up to 57.1 µM), for the others: at the top dose activity change, negative = inhibition, actives largely listed as inhibitors. actives 0.12% (n = 150,000); further: potency means the concentration at half of the fitted maximal effect; nearly all actives have a fitted effect of over 55% in size; many of its hits are not listed in these tables
Target sequence (P18054 whole entry, looked up): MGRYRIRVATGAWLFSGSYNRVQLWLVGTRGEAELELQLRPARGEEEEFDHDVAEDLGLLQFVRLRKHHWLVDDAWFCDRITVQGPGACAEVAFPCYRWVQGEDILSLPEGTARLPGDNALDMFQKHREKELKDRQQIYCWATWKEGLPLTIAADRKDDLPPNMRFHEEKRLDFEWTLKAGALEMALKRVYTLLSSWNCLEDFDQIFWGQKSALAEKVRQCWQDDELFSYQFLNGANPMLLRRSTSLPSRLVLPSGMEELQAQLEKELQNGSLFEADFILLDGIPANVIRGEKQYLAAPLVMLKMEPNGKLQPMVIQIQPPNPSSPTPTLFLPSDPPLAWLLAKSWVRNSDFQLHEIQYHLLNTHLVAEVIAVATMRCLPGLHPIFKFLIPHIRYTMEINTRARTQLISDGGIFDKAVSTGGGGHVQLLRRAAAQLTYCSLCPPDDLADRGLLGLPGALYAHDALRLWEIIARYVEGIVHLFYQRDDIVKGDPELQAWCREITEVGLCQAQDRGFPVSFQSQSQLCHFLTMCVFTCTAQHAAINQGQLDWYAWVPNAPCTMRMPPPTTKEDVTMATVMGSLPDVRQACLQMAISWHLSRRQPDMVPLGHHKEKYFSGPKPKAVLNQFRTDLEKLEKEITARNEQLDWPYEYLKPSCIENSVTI
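150 nM 12hLO, 25 mM Hepes pH 7.0 + 0.01% Triton X-100; cpd preinc 15 min RT; 40 uM arachidonic acid, 30 min RT; Fe-XO 30 min; A573/A405 ratio as read-out.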
IMPase inh = qHTS Assay for Identifying the Cell-Membrane Permeable IMPase Inhibitors; inhibition (IP1 accumulation), % at 46.1 µM; 120,000 tested, under 10 active; CHO-M1 cells, IP1 accumulation, HTRF TR-FRET ratio; active means well fitted curve in the direction sought with a large enough effect in the signal ratio, not every such curve was filed as active; inconclusive means small, poorly fitted or top-dose-only effect, or a change in a side signal; inactive means no such curve, though single readings can be large or run the other way; the % refers to the signal ratio;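 further: cells stimulated with carbachol in lithium chloride buffer; plate controls were DMSO basal wells for no effect and reference inhibitor wells for full effect; higher means more IMPase inhibition seen as more IP1 and lower FRET ratio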
Target sequence (P97697 whole entry, looked up): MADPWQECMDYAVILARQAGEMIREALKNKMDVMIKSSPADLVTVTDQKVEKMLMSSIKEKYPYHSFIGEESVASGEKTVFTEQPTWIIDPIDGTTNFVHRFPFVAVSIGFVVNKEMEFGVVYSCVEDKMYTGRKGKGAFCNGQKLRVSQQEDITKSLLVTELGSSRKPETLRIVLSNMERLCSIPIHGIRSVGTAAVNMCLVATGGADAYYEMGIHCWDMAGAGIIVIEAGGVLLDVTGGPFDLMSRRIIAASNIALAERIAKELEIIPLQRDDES
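Measured: the HTRF emission ratio (665/620 nm) plus the 620 nm donor channel, each fitted to the Hill equation to give AC50. Cells were CHO-M1 given compounds up to 46 uM and a 30 min carbachol stimulation at 37C.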
ALOX15B inhib = qHTS Assay for Inhibitors of 15-hLO-2 (15-human lipoxygenase 2); actives 0.56% (n = 110,000); Polyunsaturated fatty acid lipoxygenase ALOX15B (Homo sapiens), O15296; Potency, µM (doses to about 57.1 µM), for the others: top-dose activity change, negative = inhibition, actives largely listed as inhibitors; purified 15hLO-2, xylenol orange hydroperoxide absorbance; AID 881, 2007; further: potency means the concentration at half of the fitted maximal effect; nearly all actives have a fitted effect of over 60% in size; many of its hits are not listed in these tables
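Screening format was qHTS against 50 nM purified 15hLO-2 in Hepes pH 7.5 with detergent. Activity follows hydroperoxide formation from 45 uM arachidonic acid, measured as 573:405 nm absorbance ratio of the ferric-xylenol orange complex.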
PNC inhibitor = High Content Assay for Compounds that inhibit the Assembly of the Perinucleolar Compartment. AID 2417, 2010. PC3M PTB-GFP, PNC prevalence imaging, 16 h; active compounds read low. activity change (PNC), negative = inhibition, % at 10 µM. actives 3.1% (n = 140,000);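 active means readout at or below -70, meaning at least 70% loss of cells showing the perinucleolar compartment, a nuclear body marking cancer cells; inconclusive means readout between -30 and a set limit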;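 further: plate controls were DMSO wells for no effect and camptothecin positive control wells for full effect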
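PC3M cells stably expressing PTB-GFP, 750–1000 cells/well, treated 16 h at 37 °C with compound (23 nl of library stock), in duplicate. After paraformaldehyde fixation and Hoechst stain, imaged at 20x; PNC prevalence scored by image analysis.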
Active calls of the source: *; ? = inconclusive; . = no result given; [ ] = remark or other dose. Unless noted, the call rests on the fitted dose curve; in most records, active means well fitted curve in the direction sought with a large enough effect; inconclusive means small, poorly fitted or top-dose-only effect, or another doubt; inactive means no such curve, though single readings can be large; an effect the other way counts as inactive or inconclusive. Unless noted, on the % scale 0 is the no-effect control and ±100 the full control effect.

SMILES	12-hLO inh	IMPase inh	ALOX15B inhib	PNC inhibitor
COc1ccc(OCC(=O)NC(=S)Nc2ccc3c4c(cccc24)CC3)cc1	-1.8%	.	.	-10.6
O=C(c1cccs1)N1N=C(c2ccccc2)CC1c1ccccc1 (stereo unspecified)	0.8%	5.9	-7.2%	-104.8*
COc1ccccc1CNc1cc(-c2cccc(NS(C)(=O)=O)c2)ncn1	2.8%	.	-0.9%	.
CN(C)S(=O)(=O)Nc1ccc(Br)cc1F	-6.4%	2.3	-4.4%	?
COc1cc2c(O)c3c(c(-c4ccc5c(c4)OCO5)c2cc1OC)C(=O)OC3	-10.3%	0.5	?	10.8
Cn1c(=O)oc2cc(S(=O)(=O)NCCC(=O)Nc3ccc4c(c3)OCCO4)ccc21	1.3%	5.1	-7.4%	?
Cc1ccc(CN2C(=O)C[C@@H](NS(=O)(=O)c3ccc4ccccc4c3)C/C=C\C2c2ccc(C)cc2)cc1 (stereo partly specified)	-1.2%[0.00818 µM]	.	-13.3%[0.0915 µM]	.
CCOC(=O)c1c(NC(=O)CSc2nnc(CNc3ccc(Cl)cc3)o2)sc(C)c1C	1.0%	-0.6	.	-107.2*
CCN(Cc1ccccc1)C(c1ccccn1)c1nnnn1C1CCCCC1 (stereo unspecified)	2.8%	12.4	.	-15.2
COCC(C)n1c(C)cc(C(=O)COC(=O)c2ccc3ncsc3c2)c1C (stereo unspecified)	-7.3%	0.4	3.0%	-11.5
Cc1ccc(S(=O)(=O)NNc2nc3ccccc3nc2C(F)(F)F)cc1	?	0.3	7.94µM*	-7.1
Cc1cnc(NC(=O)CCCc2nc3ccccc3s2)s1	-1.6%	2.2	-7.1%	-21.2
COC(=O)c1sc(=S)n(-c2ccccc2OC)c1N	4.1%	1.5	-10.0%	47.3
CC1(C)CC(=O)C(/C=N/n2cnc3ccccc3c2=O)=C(O)C1	2.6%	12.4	0.6%	4.5
COc1ccc(S(=O)(=O)N(C)C2CCS(=O)(=O)C2)cc1OC (stereo unspecified)	0.1%	2.6	-3.0%	35.6
Cc1cccc(OCC(O)Cn2c(NCc3cccnc3)nc3c2c(=O)[nH]c(=O)n3C)c1 (stereo unspecified)	-5.8%	11.9	-4.6%	-2.5
CCc1nnc(NC(=O)[C@@H](NC(=O)c2ccc(C(C)(C)C)cc2)C(C)C)s1	0.0%	.	.	-24.0
CCN(CC)CCNC(=O)C(C)c1nn(CC)c(=O)c2ccccc12 (stereo unspecified)	-4.2%	8.8	.	32.4
Cc1cc2cc3c(cc2nc1SCC(=O)N1CCN(C(=O)c2ccco2)CC1)OCO3	-11.3%	-4.9	-15.6%	11.3
Cc1ccsc1C(=O)Nc1cccc(S(=O)(=O)N(C)C)c1	-3.2%	.	.	47.6
Cc1ccccc1C(=O)N1CCC(C(=O)Nc2ccc(S(=O)(=O)N3CCCC3)cc2)CC1	-3.3%	-0.8	1.7%[2.29 µM]	-19.7
O=C(CCS(=O)(=O)c1cccc2nsnc12)N1CCN(C(=O)c2ccco2)CC1	-2.5%	4.8	1.0%	-3.2
O=C(O)CCC(=O)Nc1ccccc1C(=O)NCc1ccco1	2.3%	-11.0	.	?
CC(O)CNC(=O)c1ccc(-c2nn(C)c(=O)c3ccccc23)cc1 (stereo unspecified)	-1.3%	-8.1	3.1%	-14.7

Single records (already shown). Order of screens: 12-hLO inh, IMPase inh, ALOX15B inhib, PNC inhibitor
Cc1ccccc1C(=O)N1CCC(C(=O)Nc2ccc(S(=O)(=O)N3CCCC3)cc2)CC1 as listed: -3.3%, -0.8, 1.7%[2.29 µM], -19.7
Cc1cc2cc3c(cc2nc1SCC(=O)N1CCN(C(=O)c2ccco2)CC1)OCO3 as listed: -11.3%, -4.9, -15.6%, 11.3
COc1ccc(S(=O)(=O)N(C)C2CCS(=O)(=O)C2)cc1OC (stereo unspecified) as listed: 0.1%, 2.6, -3.0%, 35.6
O=C(O)CCC(=O)Nc1ccccc1C(=O)NCc1ccco1 as listed: 2.3%, -11.0, ., ?
CC(O)CNC(=O)c1ccc(-c2nn(C)c(=O)c3ccccc23)cc1 (stereo unspecified) as listed: -1.3%, -8.1, 3.1%, -14.7

Further structures follow.
SMILES	12-hLO inh	IMPase inh	ALOX15B inhib	PNC inhibitor
Cc1cc(C)nc(SCc2nnc(SCC(=O)Nc3ccccc3C)n2Cc2ccco2)n1	-6.2%	-8.6	-4.2%	18.4
CCOc1ccccc1NC(=O)Nc1ccc(Cl)cc1	-17.4%	.	.	?
CC(NC(=O)COc1ccccc1-c1ccccc1)c1ccccc1 (stereo unspecified)	-2.8%	.	.	31.2
CS(=O)(=O)N1CCN(c2ccccc2NC(=O)c2ccc(Cl)cc2)CC1	7.7%	-3.4	2.5%	14.2
CC1CCCCN1C(=O)CSc1nnc(-c2ccco2)n1CC1CCCO1 (stereo unspecified)	-4.6%	-18.8	-0.8%	9.0
O=C(NCCCc1ccccc1)Nc1cccc(Cl)c1	-22.4%	?	.	4.5
Cc1ccc(-n2nnnc2SC(C(=O)c2c[nH]c3ccccc23)c2ccccc2)cc1 (stereo unspecified)	-6.5%	5.2	.	36.9
CCCC(=O)c1ccc(N2CCN(C(=O)c3ccccc3)CC2)c(F)c1	-2.5%	16.3	-4.2%	15.3
CCOC(=O)c1c(C)oc2ccc(O)c(CN(C)C)c12	4.7%	-8.8	11.0%	14.4
COc1cccc(C2C=C(c3cccs3)Nc3ncnn32)c1OC (stereo unspecified)	5.4%	-4.4	-9.5%	33.8
COc1ccc(C(=O)NC(=S)Nc2ccc3oc(=O)ccc3c2)cc1	2.5%	.	.	8.7
O=C(Cn1ncc2c(=O)oc3ccccc3c21)NCCC1=CCCCC1	0.9%	1.8	3.3%	-4.2
O=C1CC(c2ccccc2)CN1S(=O)(=O)c1ccccc1 (stereo unspecified)	1.9%	3.7	0.4%	-28.4
COCCNC(=O)c1c(N)n(CCCn2ccnc2)c2nc3ccccc3nc12	-9.4%	-19.5	-0.3%	-21.1
CCn1c2ccccc2c2cc(CN3CCN(S(=O)(=O)CC)CC3)ccc21	-3.7%	4.1	.	5.6
CCN(CC)S(=O)(=O)c1ccc(Cl)c(C(=O)Nc2ccc(Cl)cc2[N+](=O)[O-])c1	0.7%	.	.	-27.5
CSCCC(NC(N)=O)C(=O)NCc1cccc(Cl)c1 (stereo unspecified)	-2.7%	-1.2	6.1%	25.4
COc1ccc(OCCC(=O)NCc2ccccc2)cc1	1.3%	-7.8	6.1%	?
O=C(O)C1C2C=CC3(CN(Cc4ccccn4)C(=O)C13)O2 (stereo unspecified)	5.5%	-0.6	-10.9%	-2.6
Cc1cccc(C)c1NC(=O)CC(NCCc1ccccc1)C(=O)O (stereo unspecified)	1.8%	.	.	14.5
Cc1ccc(CNC(=O)COc2ccc(C)nc2[N+](=O)[O-])cc1	0.8%	.	.	-19.8
CCOc1cc(-c2noc(CCCC(N)=O)n2)cc(Br)c1OC	1.4%	8.7	0.6%	-3.7
O=C(NNC(=O)c1cccc2ccccc12)c1ccco1	-2.4%	-0.6	-0.7%	25.3
O=C(C1=C(O)C(=O)N(CCCN2CCOCC2)C1c1ccccn1)c1cc2ccccc2o1 (stereo unspecified)	0.0%	?	-11.9%	?
CCOC(=O)CC1C(=O)NCCN1C(=O)Nc1ccc(Cl)cc1 (stereo unspecified)	-1.4%	15.2	2.9%	22.1
O=C(c1cc(Br)c(Br)s1)N1CCN(C/C=C/c2ccccc2)CC1	-15.6%	-8.8	34.0%[activator]	16.6
Clc1ccc(OCc2nc(-c3ccncc3)no2)cc1	9.3%	1.5	7.1%	2.8
CCOC(=O)C1CCCN(Cc2nc(N)nc(Nc3ccccc3OC)n2)C1 (stereo unspecified)	-2.4%	-4.1	.	?
CC(=O)N1CCC2(CC1)CN(Cc1ccccc1)C2	-3.2%	.	-0.1%	.
CCCN(CCC)C(=O)c1ccc2c(c1)OCO2	-2.9%	12.1	.	23.8
CCOC(=O)c1ccccc1NC(=O)/C=C/c1cc(OC)c(OC)c(OC)c1	5.7%	1.3	5.2%	26.8
CCC(C)C(=O)N1c2ccccc2C(=C2SC(C(=O)OC)=C(C(=O)OC)S2)C(=S)C1(C)C (stereo unspecified)	2.4%	15.4	-26.6%	-25.6
CC(=O)[C@@]1(O)CC[C@@H]2[C@@H]3CCC4=CC(=O)CC[C@@]4(C)[C@H]3CC[C@]21C	5.0%	-1.5	-5.5%	.
O=C(c1sc(N2CCOCC2)nc1-c1ccccc1)N1CCCCC1	-1.5%	3.1	.	9.7
Cc1cc(C(=O)Nc2nc3ccc(S(C)(=O)=O)cc3s2)c(C)o1	-0.2%	6.0	-0.5%	8.5
S=C1NC=NC2N=CNC12 (stereo unspecified)	-12.8%	.	?	.

In the list so far, two have a nitro group on carbon:
SMILES	12-hLO inh	IMPase inh	ALOX15B inhib	PNC inhibitor
CCN(CC)S(=O)(=O)c1ccc(Cl)c(C(=O)Nc2ccc(Cl)cc2[N+](=O)[O-])c1	0.7%	.	.	-27.5
Cc1ccc(CNC(=O)COc2ccc(C)nc2[N+](=O)[O-])cc1	0.8%	.	.	-19.8

Following part:
SMILES	12-hLO inh	IMPase inh	ALOX15B inhib	PNC inhibitor
Cc1ccc(S(=O)(=O)n2nc(-c3ccc(Cl)cc3)nc2NCc2ccco2)cc1	?	7.8	6.1%	-2.4
O=C1C=C(N(CCO)CCO)C2(CCCCC2)O1	-0.8%	-15.0	3.3%	-2.6
COc1cc(C2C3=C(CCCC3=O)Nc3[nH]n(-c4ccccc4)c(=O)c32)ccc1O (stereo unspecified)	-13.4%	?	-23.7%	-6.4
Cc1cc(C)c(S(C)(=O)=O)c(S(=O)(=O)c2ccc(Cl)cc2)n1	-9.8%	11.4	-1.4%	-20.1
O=C(CSc1nnc(-c2ccccc2)n1-c1ccccc1)c1cccs1	-16.0%	-0.1	-5.8%	20.9
CC(C)(C)c1ccc(/C=C/C(=O)Nc2ncccn2)cc1	7.8%	.	.	15.2
CC1CCc2sc3nc(N4CCN(CCO)CC4)n4ncnc4c3c2C1 (stereo unspecified)	4.5%	?	28.2%	31.3
c1ccc(CCc2nc(-c3ccc(-n4cccc4)cc3)no2)cc1	4.9%	0.2	15.7%	16.6
O=C(NC1CCCCC1)C(c1ccc2ncccc2c1)N(Cc1ccccc1)C(=O)c1cccs1 (stereo unspecified)	-1.5%	3.6	21.0%	38.3
Cc1ccsc1C(=O)N/N=C/c1ccc2c(c1)OCO2	1.2%	.	.	76.6
C=CCn1c(SCc2csc(-c3ccc(Cl)cc3)n2)nnc1-c1ccccc1OC	1.6%	0.6	.	-14.5
CCC(C)NC(=O)CSc1nnc(-c2cc(-c3cccs3)nc3ccccc23)o1 (stereo unspecified)	1.2%	3.2	-4.5%	?
COC(=O)c1cc(C#N)c(NCc2ccccc2)nc1C	2.5%	-6.2	-7.0%	-12.4
COc1cccc2c1OCC/C2=N\NC(=O)COc1ccccc1C	1.4%	.	.	?
Cc1ccc(C(=O)NCCc2csc(C)n2)cc1	4.1%	-2.0	1.0%	-20.5
Nc1nc2n[nH]nc2c(=O)[nH]1	0.4%[25.6 µM]	2.7[20.6 µM]	11.6%[25.6 µM]	.
O=C(COC(=O)CSCC(=O)N1CCCCC1)Nc1ccc(Cl)cc1	-6.2%	4.5	4.3%	4.0
COc1ccc(CCN(C)CCN2C(=O)c3ccccc3C2=O)cc1OC	1.7%	-0.3	4.4%	19.1
COc1ccc(NC(=O)C(c2ccc(C)cc2)N(C)C(=O)CNC(C)=O)cc1 (stereo unspecified)	-6.9%	1.5	4.3%	21.4
